Dyrk1A ADPGlo: blocks rat Dyrk1A kinase activity; ADP-Glo luminescence, NFATc1 peptide; inhibition, % at 12.5 µM; actives 0.43% (n = 310,000); in the data active = inhibition above about 50%;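 note: plate controls were vehicle with enzyme for no effect and no enzyme for full effect; many of its hits are not listed in these tables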
KCNK3 block: human KCNK3 channel inhibition, primary screen; CHO-KCNK3 thallium flux, FluxOR fluorescence; active compounds read low; B-score at 10 µM; actives 0.84% (n = 340,000); AID 602410;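 active = B-score under library mean minus 4 SD, starting fluorescence ratio at most library mean plus 5 SD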;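 note: more negative B-score means stronger inhibition of thallium flux through KCNK3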
Target sequence (O14649 whole entry, looked up): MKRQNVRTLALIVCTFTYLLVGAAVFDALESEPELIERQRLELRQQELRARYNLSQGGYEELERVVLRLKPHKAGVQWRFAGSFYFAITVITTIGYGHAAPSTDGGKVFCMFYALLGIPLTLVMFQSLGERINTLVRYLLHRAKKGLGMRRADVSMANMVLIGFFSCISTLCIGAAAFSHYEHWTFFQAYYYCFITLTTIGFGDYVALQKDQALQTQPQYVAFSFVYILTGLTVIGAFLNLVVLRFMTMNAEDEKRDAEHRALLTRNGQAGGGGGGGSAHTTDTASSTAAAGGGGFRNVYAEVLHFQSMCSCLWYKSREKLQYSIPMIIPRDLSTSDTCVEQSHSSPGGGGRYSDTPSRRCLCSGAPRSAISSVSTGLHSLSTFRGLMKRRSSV
Active calls of the source: *. Only part of the results is shown; the hit share may differ from the screen's.

CCCCOP(=O)(OCCCC)C1(C)CC(=O)CC(C)(C)C1 (stereo not given) was read as Dyrk1A ADPGlo -9.5 and KCNK3 block inactive.
For CC(C)(C)OC(=O)C[C@@H]1C/C=C\C[C@H](CC(=O)N(CCO)Cc2ccccc2)C(=O)NCCOC1=O the results were Dyrk1A ADPGlo -3.9 and KCNK3 block inactive.
Cn1cnc([N+](=O)[O-])c1S(=O)(=O)Oc1ccccc1 was read as Dyrk1A ADPGlo -3.0 and KCNK3 block inactive.
For COc1ccc(C(NC(=O)CN2C(=O)NC3(CCc4ccccc43)C2=O)c2ccc(OC)cc2)cc1 (stereo not given) the results were Dyrk1A ADPGlo 5.3 and KCNK3 block inactive.
Screening O=C1CCCCC1(O)Cc1ccc2c(c1)OCO2 (stereo not given) returned Dyrk1A ADPGlo -0.3 and KCNK3 block inactive.
Screening Cc1ccc(C)c(N2N=C(C(=O)Nc3ccc(N4CCOCC4)cc3)CCC2=O)c1 returned Dyrk1A ADPGlo 5.3 and KCNK3 block inactive.
Cc1nn(-c2ccccc2)c2c1CC(=O)Nc1ccccc1-2 was read as Dyrk1A ADPGlo 1.0 and KCNK3 block inactive.
For CN(CC(=O)Nc1ccccc1Cl)C(=O)c1ccc(N2C(=O)CCC2=O)cc1 the results were Dyrk1A ADPGlo 3.1 and KCNK3 block inactive.
For O=C(COC(=O)/C=C/c1ccccc1)NNC(=O)c1ccccc1F the results were Dyrk1A ADPGlo -0.5 and KCNK3 block inactive.
CCOC(=O)C1=CN(Cc2ccco2)S(=O)(=O)N(C)C1CC (stereo not given) was read as Dyrk1A ADPGlo 1.8 and KCNK3 block inactive.
For COc1ccc(CCNCc2ccc(-c3ccccc3)cc2)cc1OC the results were Dyrk1A ADPGlo -0.6 and KCNK3 block inactive.
For CC(C)C(=O)Nc1ccc(COc2ccccc2CN(Cc2ccccc2)C(=O)OC(C)(C)C)cc1 the results were Dyrk1A ADPGlo 4.3 and KCNK3 block inactive.
`CCOC(=O)C1(C)Oc2ccccc2C(C(=O)OC)=C1C(=O)OC` (stereo not given) gave Dyrk1A ADPGlo 2.3 and KCNK3 block inactive.
COc1cc(/C=C(\C#N)c2nc3ccc(C)cc3[nH]2)cc([N+](=O)[O-])c1O was read as Dyrk1A ADPGlo 11.4 and KCNK3 block inactive.
`CN1OC[C@@H]2CN(C(=O)CCc3ccccc3)[C@H](c3cccc(-c4ccccc4)c3)C[C@@H]21` gave Dyrk1A ADPGlo 0.0 and KCNK3 block inactive.

Reprinted at random: 3 entries already listed, in no set order.
CCOC(=O)C1=CN(Cc2ccco2)S(=O)(=O)N(C)C1CC (stereo not given) was read as Dyrk1A ADPGlo 1.8 and KCNK3 block inactive.
Cc1nn(-c2ccccc2)c2c1CC(=O)Nc1ccccc1-2 was read as Dyrk1A ADPGlo 1.0 and KCNK3 block inactive.
For CN(CC(=O)Nc1ccccc1Cl)C(=O)c1ccc(N2C(=O)CCC2=O)cc1 the results were Dyrk1A ADPGlo 3.1 and KCNK3 block inactive.

Next part.
For COc1cc(C(=O)Nc2cc(S(=O)(=O)N3CCOCC3)ccc2N2CCN(C)CC2)cc(OC)c1OC the results were Dyrk1A ADPGlo 0.7 and KCNK3 block inactive.
For O=P(NCc1ccccc1)(OCc1ccccc1)OCc1ccccc1 the results were Dyrk1A ADPGlo 0.3 and KCNK3 block inactive.
For COc1ccc(NC(=O)CN(C)C(=O)C(NC(=O)c2ccco2)C(C)C)cc1 (stereo not given) the results were Dyrk1A ADPGlo 5.9 and KCNK3 block inactive.
Cc1c(N)cc2c(c1N)C(C)(C)CC2(C)C was read as Dyrk1A ADPGlo -1.4 and KCNK3 block inactive.
For CCOC(=O)c1cocc1C(=O)O the results were Dyrk1A ADPGlo 15.0 and KCNK3 block inactive.
For Oc1cc(CNCc2ccccc2)c(O)cc1CNCc1ccccc1 the results were Dyrk1A ADPGlo 4.5 and KCNK3 block inactive.
O=C1CCC[C@@H]2[C@H](Cc3ccccc3)[C@@H](O)C[C@@H]3CCN1[C@@H]32 was read as Dyrk1A ADPGlo -43.7 and KCNK3 block inactive.
`Cc1ccc(Nc2nnc(SCC(O)=C(C#N)c3nc4ccccc4[nH]3)s2)c(C)c1` gave Dyrk1A ADPGlo -0.1 and KCNK3 block inactive.
O=c1[nH]c2ccc([N+](=O)[O-])cc2[nH]1 was read as Dyrk1A ADPGlo 9.6 and KCNK3 block inactive.
For CN(N=C(c1ccccc1)c1ccccc1)c1ccccc1 the results were Dyrk1A ADPGlo -3.9 and KCNK3 block inactive.
`Cc1noc(NS(=O)(=O)c2ccc(NC(=O)c3ccc(Cl)c(S(=O)(=O)N(C)c4ccccc4)c3)cc2)c1C` gave Dyrk1A ADPGlo 16.5 and KCNK3 block inactive.
For N#CC(=C(O)COC(=O)c1ccc2c(c1)OCCO2)c1nc2ccccc2[nH]1 the results were Dyrk1A ADPGlo 3.4 and KCNK3 block inactive.
For C#CCN1C=C(C(=O)OCC)C(C)NS1(=O)=O (stereo not given) the results were Dyrk1A ADPGlo -4.4 and KCNK3 block inactive.
COc1ccc(C=O)c(OCc2cn(CC(=O)c3ccc(O)cc3)nn2)c1 was read as Dyrk1A ADPGlo 13.3 and KCNK3 block inactive.
Screening c1csc(-c2nn3c(C4CCCCC4)nnc3s2)c1 returned Dyrk1A ADPGlo 0.6 and KCNK3 block inactive.

By substructure, those above with a Cl atom.
For CN(CC(=O)Nc1ccccc1Cl)C(=O)c1ccc(N2C(=O)CCC2=O)cc1 the results were Dyrk1A ADPGlo 3.1 and KCNK3 block inactive.
`Cc1noc(NS(=O)(=O)c2ccc(NC(=O)c3ccc(Cl)c(S(=O)(=O)N(C)c4ccccc4)c3)cc2)c1C` gave Dyrk1A ADPGlo 16.5 and KCNK3 block inactive.

Carrying on.
For COc1ccc(/C=C/C(=O)Nc2cccc(S(=O)(=O)N3CCOCC3)c2)cc1OC the results were Dyrk1A ADPGlo 2.9 and KCNK3 block inactive.
`COc1ccc(NC(=O)/C(Cl)=C(/Cl)S(=O)Cc2ccccc2Cl)cn1` (stereo not given) gave Dyrk1A ADPGlo 1.1 and KCNK3 block inactive.
CCCCC(=O)Nc1cc(OC)c(NC(=S)Nc2ccc(OC)cc2)cc1OC was read as Dyrk1A ADPGlo -3.8 and KCNK3 block inactive.
`CN(C)c1ccc(CN(CC2CCCO2)C(=O)c2cc3ccccc3o2)cc1` (stereo not given) gave Dyrk1A ADPGlo 1.4 and KCNK3 block inactive.
For C=C1C(=O)C2=CC1CCC(=O)C1(C)CCC(OC(C)=O)C(C)(C)C1CC2O (stereo not given) the results were Dyrk1A ADPGlo 2.3 and KCNK3 block inactive.
For COc1ccc(C(=O)O)cc1S(=O)(=O)Nc1cc(Cl)ccc1N1CCOCC1 the results were Dyrk1A ADPGlo -8.0 and KCNK3 block inactive.
CCN1C(=O)[C@H]2[C@@H](c3ccc(C)cc3)N3C(=O)N(c4cccc(Br)c4)C(=O)[C@@]3(C)[C@H]2C1=O was read as Dyrk1A ADPGlo 6.3 and KCNK3 block inactive.
Screening COc1ccccc1[C@H]1C(c2ccc(F)cc2)=NN(c2ccccc2)[C@@H]1CO returned Dyrk1A ADPGlo -3.4 and KCNK3 block inactive.
`Cc1ccc(C(=O)OCC(=O)c2ccc(Br)cc2)cc1S(=O)(=O)N1CCOCC1` gave Dyrk1A ADPGlo 1.9 and KCNK3 block inactive.
COc1ccc(S(=O)(=O)N2CCOCC2)cc1NC(=O)c1c(-c2ccccc2)noc1C was read as Dyrk1A ADPGlo -2.3 and KCNK3 block inactive.
For Cc1cccc(C)c1NC(=O)CNC(=O)C(C)N(C)CC(=O)Nc1ccc(F)cc1 (stereo not given) the results were Dyrk1A ADPGlo 4.4 and KCNK3 block inactive.
`COc1ccc(C(=O)N(C)Cc2ccc(OC)c(OC)c2OC)cc1S(=O)(=O)N1CCOCC1` gave Dyrk1A ADPGlo -4.0 and KCNK3 block inactive.
For CC(=O)Nc1ccc(C(=O)COC(=O)C2CC2C)c(F)c1 (stereo not given) the results were Dyrk1A ADPGlo -2.9 and KCNK3 block inactive.
CC(C)C(=NO)c1ccccc1 was read as Dyrk1A ADPGlo -0.1 and KCNK3 block inactive.
For CC(C)C(=O)N1CCN(c2ccc(NC(=O)c3ccc([N+](=O)[O-])o3)cc2Cl)CC1 the results were Dyrk1A ADPGlo -3.3 and KCNK3 block inactive.
Screening Cc1ccc2c(c1)S(=O)(=O)c1ccc3ccccc3c1N2 returned Dyrk1A ADPGlo 6.8 and KCNK3 block inactive.
COc1ccc2c(=O)c(-c3ccc(C)cc3)c(-c3ccccc3)oc2c1 was read as Dyrk1A ADPGlo 2.0 and KCNK3 block inactive.
`CC(=O)Nc1ccc(S(=O)(=O)Nc2cccc(S(=O)(=O)N(C)c3ccccc3)c2)cc1` gave Dyrk1A ADPGlo -5.6 and KCNK3 block inactive.
N#CC(OC(=O)c1ccccc1)c1cccc([N+](=O)[O-])c1 (stereo not given) was read as Dyrk1A ADPGlo 4.1 and KCNK3 block inactive.
Cc1nc(Nc2ccccc2C)c2cnn(C)c2n1 was read as Dyrk1A ADPGlo -5.3 and KCNK3 block inactive.
For COc1ccc(CN(CC2CCC(C(=O)O)CC2)C(=S)Nc2cc(C)ccc2C)cc1 (stereo not given) the results were Dyrk1A ADPGlo -7.7 and KCNK3 block inactive.
`C=CCOc1ccc2c3c(c(=O)oc2c1)CCCC3` gave Dyrk1A ADPGlo -2.0 and KCNK3 block inactive.
O=C(COC(=O)/C=C/c1ccco1)NCCN1C(=O)CSC1=O was read as Dyrk1A ADPGlo 4.5 and KCNK3 block inactive.
Cc1cc(C(=O)CSc2nnc(CCC(N)=O)n2C)c(C)n1C1CC1 was read as Dyrk1A ADPGlo -5.5 and KCNK3 block inactive.
`CN(c1ccccc1)S(=O)(=O)c1cccc(NC(=O)c2nn(C)c(=O)c3ccccc23)c1` gave Dyrk1A ADPGlo -1.4 and KCNK3 block inactive.
Screening COc1ccc(CCN2CC(C(=O)OCC(=O)NCc3ccccc3Cl)CC2=O)cc1OC (stereo not given) returned Dyrk1A ADPGlo -1.3 and KCNK3 block inactive.
`COc1ccccc1N1CCN(C(=O)C2CCN(S(=O)(=O)N3CCOCC3)CC2)CC1` gave Dyrk1A ADPGlo -1.5 and KCNK3 block inactive.
`COc1cccc(CNC[C@H]2O[C@@H](n3cnc(C(N)=O)n3)[C@H](O)[C@@H]2O)c1OCc1ccc(F)cc1Cl` gave Dyrk1A ADPGlo -9.5 and KCNK3 block inactive.
For C#CCOCCOCCOCCNc1nc(N2CCOCC2)nc(N2CCN(C(=O)[C@H](CCCCN)n3cc(CCCC)nn3)CC2)n1 the results were Dyrk1A ADPGlo 1.4 and KCNK3 block inactive.
For CN(C)c1ccc(C=C2SC(=S)NC2=O)cc1 the results were Dyrk1A ADPGlo -2.9 and KCNK3 block inactive.

Entries listed so far that have two or more sulfur atoms (five):
`Cc1ccc(Nc2nnc(SCC(O)=C(C#N)c3nc4ccccc4[nH]3)s2)c(C)c1` gave Dyrk1A ADPGlo -0.1 and KCNK3 block inactive.
`Cc1noc(NS(=O)(=O)c2ccc(NC(=O)c3ccc(Cl)c(S(=O)(=O)N(C)c4ccccc4)c3)cc2)c1C` gave Dyrk1A ADPGlo 16.5 and KCNK3 block inactive.
Screening c1csc(-c2nn3c(C4CCCCC4)nnc3s2)c1 returned Dyrk1A ADPGlo 0.6 and KCNK3 block inactive.
`CC(=O)Nc1ccc(S(=O)(=O)Nc2cccc(S(=O)(=O)N(C)c3ccccc3)c2)cc1` gave Dyrk1A ADPGlo -5.6 and KCNK3 block inactive.
For CN(C)c1ccc(C=C2SC(=S)NC2=O)cc1 the results were Dyrk1A ADPGlo -2.9 and KCNK3 block inactive.

Remaining list, next part:
Screening CN1CCCC1CCOC(C)(c1ccccc1)c1ccc(Cl)cc1 (stereo not given) returned Dyrk1A ADPGlo 8.5 and KCNK3 block inactive.
For Cc1nc(C)c(C(=O)OCC(=O)N(C)c2ccccc2)s1 the results were Dyrk1A ADPGlo 11.8 and KCNK3 block inactive.
`O=S1(=O)c2ccc(Br)cc2N2CCC[C@@H]2CN1Cc1ccccc1` gave Dyrk1A ADPGlo -17.1 and KCNK3 block inactive.
Screening CC(C)(CNC(=O)c1cccc(S(=O)(=O)Nc2ccc(SC(F)F)cc2)c1)N1CCOCC1 returned Dyrk1A ADPGlo -6.6 and KCNK3 block inactive.
O=C(COc1ccc(Cl)cc1Cl)NC(=O)NC1CCCC1 was read as Dyrk1A ADPGlo 9.5 and KCNK3 block inactive.
For O=C(COc1ccccc1F)N1N=C(c2cccs2)CC1c1ccco1 (stereo not given) the results were Dyrk1A ADPGlo 1.6 and KCNK3 block inactive.
For COc1ccc(CCNC(=O)CN2c3cccc4cccc(c34)S2(=O)=O)cc1 the results were Dyrk1A ADPGlo -4.3 and KCNK3 block inactive.
OCC(CO)c1cnnc2ccccc12 was read as Dyrk1A ADPGlo 4.5 and KCNK3 block inactive.
For NS(=O)(=O)c1ccc(NC(=O)CSc2nnc(NC3CC3)s2)cc1 the results were Dyrk1A ADPGlo -5.7 and KCNK3 block inactive.
CCN1CCN(c2ncc(C(=O)N3CCN(c4ccccc4OC)CC3)c3ccccc23)CC1 was read as Dyrk1A ADPGlo 1.2 and KCNK3 block inactive.
OC(Cc1ccnc2ccccc12)C(Cl)(Cl)Cl (stereo not given) was read as Dyrk1A ADPGlo 15.4 and KCNK3 block inactive.
CC(=NN=C(C)c1ccc(O)cc1)c1ccc(O)cc1 was read as Dyrk1A ADPGlo 1.3 and KCNK3 block inactive.
O=S(=O)(Nc1ccc2nc(N3CCOCC3)sc2c1)c1ccccc1 was read as Dyrk1A ADPGlo -0.1 and KCNK3 block inactive.
CCCCn1c(N)c(N(CC(C)C)C(=O)CCNC(=O)c2ccc([N+](=O)[O-])cc2)c(=O)[nH]c1=O was read as Dyrk1A ADPGlo 9.3 and KCNK3 block inactive.
`CC(C)CNc1ncnc2[nH]ncc12` gave Dyrk1A ADPGlo 17.0 and KCNK3 block inactive.

For convenience, part of the list above:
CCCCn1c(N)c(N(CC(C)C)C(=O)CCNC(=O)c2ccc([N+](=O)[O-])cc2)c(=O)[nH]c1=O was read as Dyrk1A ADPGlo 9.3 and KCNK3 block inactive.
`CC(C)CNc1ncnc2[nH]ncc12` gave Dyrk1A ADPGlo 17.0 and KCNK3 block inactive.
